Screening data deposited in PubChem by several laboratories.
GSK3beta inhib: human GSK3beta kinase inhibition; GST-GSK3beta kinase, ADP-Glo luminescence, 60 min; active compounds read low; 0.038% of 300,000 active; activity score (negative = inhibition), % at 10 µM; P49841;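 active = more than half of replicate wells score below -50%, meaning over 50% inhibition versus plate controls; inconclusive = some replicates but at most half score below -50%; inactive = no replicate scores below -50%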;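 also: 0% = median DMSO wells and -100% = median GW8510 positive control wells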
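test system = GST-tagged human GSK3beta kinase, cell-free | reagent = 25 µM ATP with peptide substrate | dosing = one dose of 10 µM per compound | schedule = 60 min reaction, RT | detection = luminescent ADP-Glo measurement of ADP formed | control set = DMSO neutral wells and GW8510 at 20 µM as positive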
PolyA inh: inhibitors of polyadenylation in S. cerevisiae | AID 1875 | 0.02% of 300,000 active | S. cerevisiae SKY197-pL101 polyadenylation reporter, beta-gal luminescence; efflux-impaired pdr1/pdr3 knockout yeast; score 100 = 6 SD above DMSO | calls only at 12 µM;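 active = lowest replicate activity score at least 50, where 100 means six control SD above control mean; inconclusive = lowest score under 50 but half or more replicates reach 50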;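 also: yeast exposed to compound for 9 h at 30 °C; higher score means more reporter readthrough which indicates perturbed polyadenylation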
HDAC3 inh: blocks human histone deacetylase 3; O15379; recombinant HDAC3, fluorogenic peptide/trypsin coupled, fluorescence; inhibition, % at 8.3 µM; 0.15% of 320,000 active; in the data active = inhibition above about 26%, passing the limit was not always enough; inconclusive = no clear call, values can overlap the other calls
KCNQ1 inh: human KCNQ1 channel inhibition; CHO-K1 KCNQ1, FluxOR thallium flux fluorescence; active compounds read high; B-score at 10 µM; 1.3% of 310,000 active; AID 2642;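 active = compounds whose thallium flux B-score, printed positive for inhibition, exceeds three library SD while starting fluorescence stays within three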;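 also: channel opened by potassium depolarization with thallium stimulus after 20 min compound exposure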
Target sequence (P51787 whole entry, looked up): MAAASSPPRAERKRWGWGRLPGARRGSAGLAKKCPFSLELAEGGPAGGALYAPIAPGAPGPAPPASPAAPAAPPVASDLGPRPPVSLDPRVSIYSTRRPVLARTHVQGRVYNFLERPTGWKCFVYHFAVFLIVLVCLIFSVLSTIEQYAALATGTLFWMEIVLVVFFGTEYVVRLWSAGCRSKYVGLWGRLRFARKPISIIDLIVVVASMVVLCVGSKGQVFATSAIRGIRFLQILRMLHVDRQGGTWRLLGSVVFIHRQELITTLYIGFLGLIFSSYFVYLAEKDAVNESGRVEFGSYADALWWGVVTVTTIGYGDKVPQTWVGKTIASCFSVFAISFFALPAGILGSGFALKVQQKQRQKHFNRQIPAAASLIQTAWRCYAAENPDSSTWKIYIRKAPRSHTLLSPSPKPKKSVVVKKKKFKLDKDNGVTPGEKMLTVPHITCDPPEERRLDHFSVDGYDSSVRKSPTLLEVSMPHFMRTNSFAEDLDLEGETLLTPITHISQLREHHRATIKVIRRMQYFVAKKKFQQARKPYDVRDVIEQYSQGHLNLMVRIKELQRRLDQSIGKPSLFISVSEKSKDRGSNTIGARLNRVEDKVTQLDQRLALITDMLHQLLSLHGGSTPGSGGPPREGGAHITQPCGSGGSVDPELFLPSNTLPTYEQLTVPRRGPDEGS
KCNK3 inh: human KCNK3 channel inhibition, primary screen | O14649 | CHO-KCNK3 thallium flux, FluxOR fluorescence; active compounds read low | B-score at 10 µM | 0.84% of 340,000 active;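 active = B-score under library mean minus 4 SD, starting fluorescence ratio at most library mean plus 5 SD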;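 also: more negative B-score means stronger inhibition of thallium flux through KCNK3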
GSK3 alpha inh: blocks human GSK-3 alpha kinase; P49840; ADP-Glo luminescence, 60 min; inhibition, % at 10 µM; 0.1% of 320,000 active; AID 2650;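 in the data active = inhibition above about 50%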;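 also: GST-tagged GSK-3 alpha with peptide substrate and 25 µM ATP; 0% = DMSO neutral wells and 100% = GW8510 positive control wells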
DYRK1A inh: inhibitors of rat Dyrk1A kinase; ADP-Glo luminescence, NFATc1 peptide; inhibition, % at 12.5 µM; 0.43% of 310,000 active; AID 504441; in the data active = inhibition above about 50%;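 also: plate controls were vehicle with enzyme for no effect and no enzyme for full effect; many of its hits are not listed in these tables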
KCNK9 block: blocks the human KCNK9 two-pore domain potassium channel | Q9NPC2 | 1.2% of 310,000 active | AID 488922 | B-score at 10 µM | HEK293 KCNK9, FluxOR thallium flux fluorescence; active compounds read low;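 active = ratio B-score over 3 SD below the library mean, with starting fluorescence within 5 SD of its mean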;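 also: negative B-score means less thallium flux so channel inhibition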
Target sequence (Q9NPC2 whole entry, looked up, the tested form may be a part): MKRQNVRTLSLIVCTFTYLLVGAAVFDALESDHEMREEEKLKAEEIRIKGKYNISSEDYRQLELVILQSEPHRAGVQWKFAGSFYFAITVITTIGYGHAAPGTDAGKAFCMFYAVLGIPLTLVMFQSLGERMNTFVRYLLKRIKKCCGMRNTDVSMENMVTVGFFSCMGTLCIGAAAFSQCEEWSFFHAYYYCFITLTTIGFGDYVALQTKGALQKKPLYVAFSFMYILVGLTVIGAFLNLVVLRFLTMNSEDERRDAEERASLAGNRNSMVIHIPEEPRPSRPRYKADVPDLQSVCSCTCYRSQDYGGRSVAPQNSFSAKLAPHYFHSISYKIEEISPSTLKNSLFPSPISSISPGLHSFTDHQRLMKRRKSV
RGS4 act: potentiators or activators of RGS4. B-score at 10 µM. HEK293 M3R/inducible RGS4, carbachol calcium flux Fluo4; active compounds read low. 0.92% of 310,000 active;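 active = B-score of the integrated calcium signal more than 4 SD below the library mean, with starting fluorescence not abnormally high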;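 also: negative B-score means reduced calcium response which marks RGS4 activation or potentiation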
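Assay system: Inducible-RGS4 HEK293 cells carrying M3 receptor | Schedule: Compound preincubation 20 min at room temperature before agonist | Signal: Kinetic calcium fluorescence imaging with Fluo4-AM dye, 2 µM | Read-out basis: B score from integrated fluorescence ratio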
KCNQ1 act: human KCNQ1 channel potentiation or activation. P51787. CHO-K1 KCNQ1, thallium flux FluxOR fluorescence; active compounds read high. B-score at 10 µM. 0.35% of 310,000 active. AID 2648;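 active = fluorescence ratio B-score, a plate-corrected score, at least three library SD, with initial intensity B-score within 5 SD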
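Schedule – 37 °C overnight plating, 90-min dark dye load, 20-min compound pretreatment · System – stable KCNQ1 CHO-K1 line · Probe or stimulus – thallium- and potassium-containing depolarizing buffer · Measured by – kinetic FluxOR fluorescence, 10 s baseline plus 110 s post-stimulus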
hERG rescue: shields human hERG channel from block by proarrhythmic agents; Q12809; CHO-hERG, FluxOR thallium flux, dofetilide IC70 present; activation (rescue from dofetilide block), less the hit threshold, % at 10 µM; 0.51% of 310,000 active; AID 1511;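 active = activation above the mean of controls blocked by dofetilide plus 5 SD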;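 also: thallium influx through hERG after potassium depolarization seen as dye fluorescence rise; in these data hits start at about 4.7%; inactives centre near -7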
An asterisk follows results filed as active; i = inactive; ? = inconclusive; nt = no result given. Some of the compounds tested; rates above refer to the full screens.

canonical_smiles | GSK3beta inhib | PolyA inh | HDAC3 inh | KCNQ1 inh | KCNK3 inh | GSK3 alpha inh | DYRK1A inh | KCNK9 block | RGS4 act | KCNQ1 act | hERG rescue
c1ccc(C[C@H]2CNCCN2CC2CCCCC2)cc1 | -4 | i | 5 | i | i | -2 | 10 | i | i | i | -3
COc1ccc(OCCN2CCN(C(=O)c3ccc(OC(F)F)c(OC)c3)CC2)cc1 | 2 | i | -10 | i | i | -4 | -4 | i | i | i | -11
O=C(COC(=O)c1cc[n+]([O-])cc1)Nc1ccc(F)c([N+](=O)[O-])c1 | -2 | i | -4 | i | i | -2 | 2 | i | i | i | -7
O=C(Nc1ccccc1N1CCOCC1)c1cc(-c2ccco2)nc2ccccc12 | 1 | i | -5 | i | i | nt | 2 | i | i | i | -24
O=C(Nc1ccc(-c2cnco2)cc1)c1ccc(Cl)cc1 | -6 | i | -6 | i | i | -2 | nt | i | i | i | -11
O=C1CC(N2CCN(Cc3ccccc3)CC2)C(=O)N1 (centres undefined) | 2 | i | -2 | i | i | -3 | 3 | i | i | i | -6
COc1ccc(S(=O)(=O)Nc2nnc(Cc3ccc(OC)c(OC)c3)s2)cc1 | 3 | i | 4 | i | i | -3 | 2 | i | i | i | -8
O=C(NCc1ccco1)c1nc2ccccc2s1 | 0 | i | 0 | i | i | 1 | 10 | i | i | i | -12
Cn1nc(C(F)(F)F)c(-c2ccccc2)c1NC(=O)c1ccco1 | -5 | i | nt | i | i | 2 | nt | i | i | i | -8
CC1(C(=O)N2CC3(CC(c4ccccc4)=NO3)C[C@H]2C(=O)NCC(N)=O)CC1 (some centres undefined) | -1 | i | 2 | i | i | 0 | 1 | i | i | i | -9
CNC(=O)N(c1ccccc1)c1ccccc1 | -3 | i | -1 | i | i | 0 | 1 | i | i | i | -7
CCOC(=O)C1CCN(C(=O)c2cc3c(s2)-c2ccccc2OC3)CC1 | 3 | i | -51 | i | i | -4 | -5 | i | i | i | -10
O=C(CSc1nnc(CNC(=O)c2c(F)cccc2F)o1)NCc1ccco1 | -1 | i | -2 | i | i | -1 | 6 | i | i | i | -4
CN(C)CCn1c(=O)n(-c2cccc(Cl)c2)c(=O)c2c3c(sc21)CCCCC3 | 0 | i | 2 | i | i | -2 | 4 | i | i | i | -12
CC1(C)CC(=O)C(C=NCCc2ccc(O)cc2)=C(O)C1 | -24 | i | 1 | i | i | -3 | -2 | i | i | i | -5
CC(=O)C1CCC2C3CCC4=CC(=O)CC[C@]4(C)[C@@]3(F)C(O)C[C@]12C (some centres undefined) | -5 | i | -2 | i | i | 0 | 3 | i | i | i | -5
CCn1nnc(NC(=O)c2cccc(-c3cc4ccccc4oc3=O)c2)n1 | 2 | i | 0 | i | i | -4 | 11 | i | i | i | -11
O=S(=O)(NC1CC(NS(=O)(=O)OCC(Cl)(Cl)Cl)C2CCCCC12)OCC(Cl)(Cl)Cl (centres undefined) | 0 | i | 2 | i | i | 1 | -1 | i | i | i | -8
Nc1nonc1-n1nnc(C(=O)N/N=C/c2ccoc2)c1-c1ccccc1 | -14 | i | -2 | i | i | -1 | 7 | i | i | i | -7
Cc1ccnc(NS(=O)(=O)c2cccc([N+](=O)[O-])c2)c1 | -1 | i | -1 | i | i | -1 | 3 | i | i | i | -7

Individual results from above:
CCOC(=O)C1CCN(C(=O)c2cc3c(s2)-c2ccccc2OC3)CC1 in DYRK1A inh has -5
CCn1nnc(NC(=O)c2cccc(-c3cc4ccccc4oc3=O)c2)n1 in HDAC3 inh has 0
O=C(NCc1ccco1)c1nc2ccccc2s1 in GSK3beta inhib has 0
Nc1nonc1-n1nnc(C(=O)N/N=C/c2ccoc2)c1-c1ccccc1 in hERG rescue has -7
O=S(=O)(NC1CC(NS(=O)(=O)OCC(Cl)(Cl)Cl)C2CCCCC12)OCC(Cl)(Cl)Cl (centres undefined) in hERG rescue has -8
COc1ccc(S(=O)(=O)Nc2nnc(Cc3ccc(OC)c(OC)c3)s2)cc1 in GSK3beta inhib has 3

An excerpt of these results, with each value named:
CCn1nnc(NC(=O)c2cccc(-c3cc4ccccc4oc3=O)c2)n1
- GSK3beta inhib: 2
- PolyA inh: i
- HDAC3 inh: 0
- KCNQ1 inh: i
- KCNK3 inh: i
- GSK3 alpha inh: -4
- DYRK1A inh: 11
- KCNK9 block: i
- RGS4 act: i
- KCNQ1 act: i
- hERG rescue: -11
O=S(=O)(NC1CC(NS(=O)(=O)OCC(Cl)(Cl)Cl)C2CCCCC12)OCC(Cl)(Cl)Cl (centres undefined)
- GSK3beta inhib: 0
- PolyA inh: i
- HDAC3 inh: 2
- KCNQ1 inh: i
- KCNK3 inh: i
- GSK3 alpha inh: 1
- DYRK1A inh: -1
- KCNK9 block: i
- RGS4 act: i
- KCNQ1 act: i
- hERG rescue: -8

More records
canonical_smiles | GSK3beta inhib | PolyA inh | HDAC3 inh | KCNQ1 inh | KCNK3 inh | GSK3 alpha inh | DYRK1A inh | KCNK9 block | RGS4 act | KCNQ1 act | hERG rescue
COCCCn1c(SCC(=O)c2ccccc2)nc2ccccc2c1=O | 0 | i | ? | i | i | -1 | 0 | i | i | i | -2
O=[N+]([O-])c1nn(-c2ccc3c(c2)OCCO3)n(O)c1=NCc1ccccc1Cl | -2 | i | nt | i | i | -2 | -2 | i | i | i | -2
COc1cccc(C(=O)NCCS(=O)(=O)N2CCCCC2)c1 | 3 | i | 0 | i | i | 1 | 12 | i | i | i | -9
Cc1ccc(CS(=O)Cc2ccc(C(=O)NCCc3ccccc3)o2)cc1 (centres undefined) | 2 | i | -4 | i | i | -6 | 4 | i | i | i | -11
CC1CC(C)CN(S(=O)(=O)c2ccc(C(C)(C)C)cc2)C1 (centres undefined) | 0 | i | 9 | i | i | -4 | 3 | i | i | i | -17
Cc1c([N+](=O)[O-])cnc(Sc2ccccc2)c1[N+](=O)[O-] | 4 | i | -3 | i | i | -5 | -10 | i | i | i | -4
COC(=O)Cn1c(C)c(C(C)=O)c(C(C)=O)c1C | 0 | i | 9 | i | i | -1 | 6 | i | i | i | -4
COc1ccc([N+](=O)[O-])cc1N(CC(=O)N1CCN(Cc2ccccc2)CC1)S(C)(=O)=O | 4 | i | 3 | i | i | -2 | -9 | i | i | i | -1
COc1c(C)cc(Br)cc1C(=O)Nc1ccc(N2CCN(S(C)(=O)=O)CC2)cc1 | 0 | i | 5 | i | i | -1 | -5 | i | i | i | -11
O=C(OCC(=O)N1CCCC1)c1ccccc1O | -2 | i | -8 | i | i | -1 | -7 | i | i | i | -3
CCN(CC)C(=O)COc1cc(C)c(Cl)c(C)c1 | 0 | i | 1 | i | i | -1 | nt | i | i | i | -1
COc1ccc(-c2nnc3n2N=C(C)CS3)cc1 | -5 | i | 0 | i | i | -2 | 8 | i | i | i | -13
CCCOc1ccc(C(=O)Nc2ccc(N3CCN(C(C)=O)CC3)cc2)cc1 | 0 | i | 3 | i | i | -1 | 2 | i | i | i | -13
Cc1cccc(NS(=O)(=O)c2cc3c4c(c2)C(C)C(=O)N4CCC3)c1 (centres undefined) | -9 | i | 4 | i | i | 0 | 4 | i | i | i | -8
ON=C1c2cc(OCCN3CCCCC3)ccc2-c2ccc(OCCN3CCCCC3)cc21 | 0 | i | 0 | i | i | -1 | 6 | i | i | i | -13
N#Cc1cccc(-c2cn(S(=O)(=O)c3ccc(Cl)cc3)nc2N)c1 | 4 | i | 3 | i | i | -2 | nt | i | i | i | -9
O=[N+]([O-])c1ccc(OCCn2cnc3ccccc32)cc1 | -1 | i | 3 | i | i | -1 | 1 | i | i | i | -6
COc1ccc(C(CCN)Cc2ccccc2)cc1 (centres undefined) | 4 | i | -3 | i | i | 4 | -3 | i | i | i | -4
CCc1ccccc1NC(=O)CSc1n[nH]c(-c2cccnc2)n1 | 5 | i | -2 | i | i | 0 | -5 | i | i | i | -7
O=C(NC1CCN(Cc2ccccc2)CC1)C(NS(=O)(=O)c1cccc2nsnc12)c1ccccc1 (centres undefined) | 2 | i | nt | i | i | 0 | nt | i | i | i | -2
O=C(CCS(=O)(=O)c1ccc(Cl)cc1)Nc1ccc(N2CCOCC2)cc1 | 3 | i | -3 | i | i | -5 | 3 | i | i | i | -11
C=C(C)c1cccc(C(C)(C)NC(=O)N2CC(C)OC(C)C2)c1 (centres undefined) | -2 | i | -1 | i | i | -2 | 4 | i | i | i | -8
CN1C(C(=O)NCc2cccc(Br)c2)CC2Cn3c(nc4cc5ccccc5cc43)C21 (centres undefined) | 1 | i | 0 | i | i | 2 | 3 | i | i | i | -11
COc1ccc(OC)c2[nH]c(=O)c(CCNC(=O)Cc3cccs3)cc12 | -5 | i | 9 | i | i | -31 | 2 | i | i | i | -4
CC(=O)N1CCc2cc(Br)cc(S(=O)(=O)NCC3CCCO3)c21 (centres undefined) | 3 | i | -1 | i | i | 4 | 14 | i | i | i | -9
COc1ccc(NS(=O)(=O)c2ccc3oc(SC4CCOC4=O)nc3c2)cc1 (centres undefined) | 1 | i | -3 | i | i | -2 | -12 | i | i | i | -12
O=C1Cc2ccccc2N1c1c(Cl)cccc1Cl | 1 | i | 1 | i | i | -1 | 7 | i | i | i | -3
O=C(Nc1ccc(N2CCN(C(=O)c3ccco3)CC2)c(Cl)c1)c1c(F)c(F)c(F)c(F)c1F | -4 | i | 6 | i | i | -1 | -2 | i | i | i | -12
O=C(CCCO)NC1Cc2ccccc2C1 | -5 | nt | -3 | i | i | 0 | nt | i | i | i | -5
CCOC(=O)C1CCN(C(=O)C(C)N(c2ccc(Oc3ccccc3)cc2)S(C)(=O)=O)CC1 (centres undefined) | 3 | i | nt | i | i | nt | 0 | i | i | i | -19
CCOc1ccc(C(=O)Nc2nc(C)cc(C)n2)cc1[N+](=O)[O-] | -2 | i | 1 | i | i | -1 | 7 | i | i | i | -7
CSCC[C@H](NC(=O)Cc1c(C)c2c(cc(C)c3c(C)c(C)oc32)oc1=O)C(=O)O | 2 | i | -2 | i | i | -3 | -3 | i | i | i | -6
COc1ccc(-c2c(-c3ccsc3)oc3ccc(N4CCOCC4)cc23)cn1 | 2 | i | -2 | i | i | -1 | -6 | -7.9* | i | i | -8
COc1ccc(CNC(=O)CN(C)Cc2ccc(C(C)(C)C)cc2)cc1 | -1 | i | -1 | i | i | 1 | -5 | i | i | i | -6
